Assay outcomes as filed in PubChem.
phage Ecoli inh: E. coli growth loss with phage present; inhibition, % at 11.9 µM; AID 651602; growth absorbance; 360,000 compounds, 0.26% hits; in the data active means inhibition above about 11%
CAL PDZ FP-1: inhibitors of human CAL PDZ peptide binding; Q9HD26; purified CAL PDZ, TMR-peptide fluorescence polarization, 1 h; inhibition, % at 20 µM; 330,000 compounds, 0.02% hits; AID 504414;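 active means highest replicate inhibition of at least 40%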;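 further: plate controls were DMSO neutral control wells for no effect and unlabeled competitor peptide control wells for full effect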
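Read-out basis: mP drop reported as inhibition | Assay system: Tagged CAL PDZ protein CerCALP, purified | Benchmarks: Unlabelled peptide for full inhibition, DMSO wells as neutral | Schedule: 1 h incubation at room temperature before polarization reading | Buffer or medium: Sodium phosphate/NaCl buffer pH 7.4 with TCEP, IgG, Thesit | Doses: Single point, 20 µM | Measured by: Fluorescence polarization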
E coli growth: bacterial growth inhibition, counter-screen for AddAB inhibitors | E. coli V3065 growth, OD600 absorbance, 18 h | inhibition, % at 11.9 µM | 330,000 compounds, 0.27% hits;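 active means inhibition above the campaign's mean inhibition across all tested compounds plus 3 SD, cut at about 9.9% in these data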;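 further: uninfected addAB+ strain grown without phage in ampicillin broth; 0% = DMSO wells and 100% = ciprofloxacin 0.95 µg/ml wells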
Wnt bcat act: activates Wnt/beta-catenin signaling in a reporter cell assay; activator, plate reader; activation, % at 9.35 µM; 300,000 compounds, 1.2% hits; in the data active means activation above about 30%, passing the limit was not always enough; inconclusive means no clear call, values can overlap the other calls;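 further: 0% = neutral control wells and 100% = positive control wells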
Tat export inh: E. coli Tat transport inhibition; E. coli MC4100 TorA-mCherry Tat export, fluorescence; inhibition, % at 10 µM; 340,000 compounds, 0.036% hits; AID 488895;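 active means mean replicate inhibition at least 50% and at least half of replicates individually reaching 50%; inconclusive means only one of the two criteria met; inactive means neither criterion met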;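 further: exported cargo escapes ClpAP degradation while cytoplasmic cargo is degraded and loses fluorescence; 0% = median of neutral control wells and 100% = median of NaSCN control wells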
MITF act: increases MITF-driven TRPM1 promoter luciferase signal; SK-MEL-5 TRPM1-promoter luciferase, 24 h; % of positive control, neutral wells = 0; activation, % at 12.5 µM; 300,000 compounds, 0.75% hits;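 active means mean activation of at least 80% with every replicate also reaching 80%; inconclusive means mean reaches 80% but some replicate falls short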;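 further: 0% = neutral control wells and 100% = parthenolide positive control wells; values of inactives mirror those of a sister screen read the other way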
AddAB inh: less growth of phage-infected E. coli with AddAB; E. coli expressing H. pylori AddAB, absorbance growth; inhibition, % at 11.9 µM; 330,000 compounds, 0.29% hits; AID 435030; in the data active means inhibition above about 12%;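 further: 0% = vehicle wells of infected cells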
CAL PDZ FP-2: inhibitors of human CAL PDZ peptide binding; Q9HD26; purified CAL PDZ, TMR-peptide fluorescence polarization, 1 h; inhibition, % at 24.9 µM; 300,000 compounds, 0.92% hits; AID 602252;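 active means mean inhibition of at least 30% with at least half of replicates also reaching 30%; inconclusive means no clear call, values can overlap the other calls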;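 further: 0% = DMSO neutral control and 100% = excess unlabeled competitor peptide PRC23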
SR-BI uptake up: SR-BI HDL lipid transfer activation | 320,000 compounds, 0.096% hits | activation, % at 12.5 µM | CHO ldlA[mSR-BI] cells, DiI-HDL uptake fluorescence, 3 h; 100 = double the neutral-control signal;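 active means mean replicate activation of at least 60% and every replicate at or above 60%; inconclusive means mean or all-replicate condition met, but not both; inactive means mean below 60% and not all replicates reaching 60%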;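 further: 0% = median plate neutral-control signal and 100% = twice that signal; values of inactives mirror those of a sister screen read the other way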
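Material – SR-BI-overexpressing, LDLR-lacking CHO cells · Medium – BSA-supplemented, HEPES-buffered Ham's F12, pH 7.4 · Doses – single concentration · Times – compound with DiI-HDL co-incubation, 3 h at 37 °C · Measured by – bottom-read fluorescence, 550/595 nm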
SR-BI DiI inh: inhibitors of mouse SR-BI mediated HDL lipid uptake; ldlA[mSR-BI] CHO cells, DiI-HDL uptake fluorescence, 3 h; Q61009; inhibition, % at 12.5 µM; 320,000 compounds, 0.96% hits;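 active means mean replicate inhibition of at least 70% and a set share of replicates each scoring 70 or more; inconclusive means meets just one of the two criteria; inactive means fails both criteria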;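 further: 0% = median of neutral control wells and 100% = median of positive control wells; values of inactives mirror those of a sister screen read the other way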
Target sequence (Q61009 whole entry, looked up): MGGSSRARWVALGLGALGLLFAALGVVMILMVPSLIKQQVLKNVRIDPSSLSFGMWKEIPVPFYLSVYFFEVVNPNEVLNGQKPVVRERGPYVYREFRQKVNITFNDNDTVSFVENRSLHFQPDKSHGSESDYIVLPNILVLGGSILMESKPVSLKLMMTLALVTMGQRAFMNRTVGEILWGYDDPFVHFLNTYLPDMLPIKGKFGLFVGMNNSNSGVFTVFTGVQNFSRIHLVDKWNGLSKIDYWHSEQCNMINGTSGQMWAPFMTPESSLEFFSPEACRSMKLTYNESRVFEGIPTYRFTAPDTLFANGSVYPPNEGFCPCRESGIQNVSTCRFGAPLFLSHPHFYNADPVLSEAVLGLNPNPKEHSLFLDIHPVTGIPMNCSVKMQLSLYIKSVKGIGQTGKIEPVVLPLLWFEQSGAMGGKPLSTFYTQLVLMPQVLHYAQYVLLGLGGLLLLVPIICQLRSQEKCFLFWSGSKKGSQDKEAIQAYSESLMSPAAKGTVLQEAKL
An asterisk follows results filed as active; ? = inconclusive; . = no result given.

SMILES	phage Ecoli inh	CAL PDZ FP-1	E coli growth	Wnt bcat act	Tat export inh	MITF act	AddAB inh	CAL PDZ FP-2	SR-BI uptake up	SR-BI DiI inh
COc1ccc(CNC2CCCCC2C)c(OC)c1 (centres undefined)	.	-1.1	2.9	-1	3	-5	1.7	-2	-3	3
Cc1cc(C(=O)NNC(=O)c2ccccc2[N+](=O)[O-])c(C)o1	2.5	0.0	-1.6	8	-4	19	2.2	-4	2	-2
Cc1cc(C(=O)OCC(=O)NC(C)C)c2ccccc2n1	3.6	0.8	-0.3	0	1	-12	1.9	2	-7	7
CCn1nnnc1NCc1ccc(SC)cc1	3.1	-0.1	.	0	1	.	.	1	0	0
COc1cccc(/C=N/N=C(\N)c2nonc2N)c1O	2.8	-0.5	0.2	?	-3	65	0.0	-2	-17	17
COc1nccnc1NS(=O)(=O)c1ccc(NC(=S)NC(=O)c2cccnc2)cc1	0.5	-1.4	1.5	2	3	-5	3.8	-1	.	.
Cc1ccc(C(=O)NCc2ccc(Cl)cc2)cc1S(=O)(=O)N1CCCCC1	1.9	0.9	0.7	1	7	2	0.9	0	5	-5
CC(C)C(=O)Nc1ccc(NC(=O)c2ccccn2)cn1	1.8	-1.2	-4.1	.	6	7	1.2	-1	.	.
Cc1ccc(C(=O)Nc2cccc(S(=O)(=O)N3CCCC3)c2)o1	-0.3	-1.1	4.2	4	-3	5	1.1	-4	-6	6
CC(=O)Oc1oc(-c2ccccc2)nc1C=Nc1ccc(N(C)C)cc1	2.2	-0.5	-4.3	6	-10	.	-2.6	.	-14	14
Cc1cc(C)n(-c2nc3c(c(=O)[nH]c(=O)n3C)n2C)n1	0.8	-0.9	1.8	.	0	-9	1.8	-2	8	-8
CC(NC(=O)Cc1ccc(S(=O)(=O)N2CCCCC2)cc1)c1ccccc1 (centres undefined)	6.6	-0.8	1.4	-4	-8	-4	-0.3	.	-32	32
CCc1c(C)nc2cc(-c3ccc(OC)c(OC)c3)nn2c1N1CCC(C)CC1	1.4	-0.6	0.3	.	9	19	6.0	2	2	-2
CCOC(=O)c1cc2c(ccn2C)n1CC(=O)N1C(C)CCCC1C (centres undefined)	0.8	-2.7	1.0	-1	-1	-11	3.5	-2	2	-2
CCCCNC(=O)CCC(=O)Nc1ccc2nc(N3CCCCC3)cc(C)c2c1	-0.8	-2.6	-0.9	-1	0	62	2.2	2	.	.
CCCCn1nc(C(=O)NC2=NCCS2)c2ccccc2c1=O	0.3	.	1.2	-1	-4	-8	1.0	-6	-1	1
O=c1oc2ccccc2c(NC2CCCCC2)c1NS(=O)(=O)c1ccc(F)c(Cl)c1	4.1	-0.2	2.7	1	-4	-3	2.0	-2	-10	10
Cc1cccc(NC(=O)Cn2cc(C(=O)C3CC3)c3ccccc32)c1	0.4	2.1	2.6	-2	-5	-7	3.0	-1	21	-21
Cc1[nH]c(C)c(S(=O)(=O)Nc2ccccc2)c1C(=O)N1CCCC1	-2.2	-0.6	-1.0	0	6	0	4.5	-7	11	-11
O=C1C2CC=C(Cl)CC2C(=O)N1CCc1ccccc1 (centres undefined)	-0.9	-0.6	3.5	.	1	10	4.0	1	3	-3
O=C(COc1ccc(Cl)cc1)NC(=S)Nc1ccccc1N1CCOCC1	2.2	-0.5	-2.2	0	5	-19	0.3	-6	-23	23
Cc1onc(-c2ccccc2)c1C(=O)Nc1nnc(C(C)(C)C)s1	2.5	-1.6	0.2	8	2	-3	1.4	-1	6	-6
CC(Cc1ccccc1)NC(=O)/C=C/c1ccc([N+](=O)[O-])cc1 (centres undefined)	2.4	-1.8	-0.2	.	6	0	4.1	-1	1	-1
CN(C)c1ccc(C(=O)NNC(=O)Nc2ccccc2)cc1	4.7	-0.8	2.7	-1	-7	-6	1.7	-5	10	-10
Cc1ccccc1CC1(CO)CCCN(C(=O)CCC(F)(F)F)C1 (centres undefined)	-3.2	.	-1.8	2	9	-5	-0.7	-6	16	-16
CN(C)C(CNC(=O)C1CCN(S(=O)(=O)c2ccc(Cl)cc2)CC1)c1ccccc1 (centres undefined)	2.1	-0.9	0.0	4	-4	14	1.1	0	27	-27
COc1cc(C(=O)OCC(=O)Nc2ccc(S(=O)(=O)NC3=NCCCCC3)cc2)cc(OC)c1OC	3.4	-1.3	-0.1	0	-4	-2	1.2	.	-12	12
O=C1CC(c2ccccc2)n2nc(NC(=O)c3cccs3)nc2N1 (centres undefined)	3.2	-1.4	1.6	-3	-2	.	1.0	1	26	-26
O=C(NCc1cccc(C(F)(F)F)c1)c1cc(-c2ccccc2)nn1CC1CC(c2cccnc2)=NO1 (centres undefined)	3.2	-0.8	1.0	-4	4	2	3.1	-5	12	-12
COc1ccccc1C1C(C#N)=C(N)Oc2c1oc(CO)cc2=O (centres undefined)	3.6	0.4	-1.9	1	-10	-9	-0.2	-1	0	9
OC(c1ccc(Cl)cc1)C(CN1CCOCC1)c1ccccc1 (centres undefined)	1.7	-0.3	-0.1	-1	-2	6	0.0	9	-15	15
COc1ccc(/C=C2\Cc3ccccc3C2=O)cc1OC	2.4	-1.5	.	12	-2	4	.	-7	2	-2
O=C(O)COc1ccccc1/C=N/NC(=O)CSc1nc2ccccc2n1Cc1ccccc1Cl	-0.1	-1.9	-1.8	1	-8	0	-0.6	7	4	-4
COc1cccc(C(=O)Nc2ccc(NC(=O)C3CC3)cn2)c1	-0.9	-3.4	-3.3	24	-6	102*	0.7	-1	.	.
O=C(c1cccs1)N1CCN(c2nnc(-c3ccccc3)c3ccccc23)CC1	-1.5	-2.1	0.4	-1	-7	1	0.5	-8	-60	60
Cc1ccc(NC2CCCN(C(=O)c3ccc(F)cc3)C2)cc1C (centres undefined)	2.2	1.0	0.3	0	0	13	1.6	13	2	-2
Cc1nnsc1S(=O)c1ccc(Br)cc1 (centres undefined)	0.9	-0.5	-1.6	1	3	.	1.7	-6	0	0
COc1cccc(-n2cnc3sc(C)cc3c2=O)c1	2.4	-0.8	1.2	-1	-5	20	3.1	-3	-8	8
O=C(COC(=O)[C@H](Cc1ccccc1)NC(=O)c1ccco1)NCc1ccccc1	0.8	-1.6	-1.1	-6	0	.	1.3	-1	-7	7
Cc1ccc(C2N(c3cccc(Cl)c3)C(=O)C3CCCN32)o1 (centres undefined)	0.8	-1.1	1.5	-3	2	3	1.7	.	11	-11
CC(C)n1c(CNC(=O)c2ccccc2)nc2ccccc21	3.5	0.0	-0.9	.	12	.	0.6	-2	-5	5
CNC(=O)c1[nH]cnc1C(=O)NCC(=O)OC(C)(C)C	1.8	0.2	-3.5	3	4	0	5.0	1	9	-9
COc1ccc(CN2CCCCC2C(=O)Nc2ccc(OC)c(OC)c2)cc1OC (centres undefined)	2.0	-1.7	-2.5	-3	-3	-9	-0.2	2	-12	12
O=C(CCn1c(=O)sc2ccccc21)Nc1nccs1	3.7	-0.1	-1.6	25	0	.	1.0	-2	3	-3
O=C(CCNC(=O)c1ccc(Cl)cc1)NN1C(=O)NC2(CCCCC2)C1=O	2.4	-0.1	-0.7	-1	1	1	1.6	.	9	-9
O=C(COC(=O)[C@@H]1CCCN1S(=O)(=O)c1ccc(Cl)cc1)NC1CC1	3.2	-1.1	2.1	0	6	-8	-1.5	.	.	-60
C[C@H](NC(=O)c1nc[nH]c1C(=O)N[C@@H](CCCCNC(=O)OC(C)(C)C)C(=O)OC(C)(C)C)C(=O)OCc1ccccc1	-1.1	-1.1	1.5	-3	15	-7	-0.9	0	20	-20
CC(C)CN1C=C2C(=O)C(C)(OC(=O)C3CCCC3)C(=O)C=C2C=C1c1ccsc1 (centres undefined)	-0.8	0.3	-0.5	3	-1	-3	2.5	-3	-26	26

Overlap with the part before: 2 entries; new compounds follow.
SMILES	phage Ecoli inh	CAL PDZ FP-1	E coli growth	Wnt bcat act	Tat export inh	MITF act	AddAB inh	CAL PDZ FP-2	SR-BI uptake up	SR-BI DiI inh
C[C@H](NC(=O)c1nc[nH]c1C(=O)N[C@@H](CCCCNC(=O)OC(C)(C)C)C(=O)OC(C)(C)C)C(=O)OCc1ccccc1	-1.1	-1.1	1.5	-3	15	-7	-0.9	0	20	-20
CC(C)CN1C=C2C(=O)C(C)(OC(=O)C3CCCC3)C(=O)C=C2C=C1c1ccsc1 (centres undefined)	-0.8	0.3	-0.5	3	-1	-3	2.5	-3	-26	26
COc1ccc(CNC(=O)CSc2ccsc2[N+](=O)[O-])cc1	2.0	-1.3	1.9	?	-3	10	3.7	-6	-14	14
Cc1csc(NC(=O)NCC2CCCC(CNC(=O)Nc3nc(C)cs3)C2)n1 (centres undefined)	1.0	-4.3	0.5	6	3	3	2.2	-3	-30	30
COc1ccc(-c2nc(N)nc(C(F)(F)F)c2-c2cscn2)c(O)c1	0.5	0.6	-0.1	0	-4	-6	-8.8	0	0	0
Cc1cc(N2CCN(C)CC2)nc2ccc(NC(=S)NCCCN3CCc4ccccc4C3)cc12	0.9	1.7	-3.8	-2	4	-10	-1.0	5	.	.
COc1ccc(CCn2c(=N)c(C(=O)NCC3CCCO3)cc3c(=O)n4cccc(C)c4nc32)cc1 (centres undefined)	1.6	-7.5	-1.6	-3	4	14	2.5	-5	-8	8
Cc1cccc(NC(=O)C2CCCN(S(=O)(=O)c3cccc4nsnc34)C2)n1 (centres undefined)	4.7	-3.1	0.2	.	-5	0	3.0	0	24	-24
CCOC(=O)C1CCCN(C(=O)CSc2ccccc2)C1 (centres undefined)	3.3	-1.8	-1.6	10	-3	-1	0.3	-4	31	-31
Cc1ccsc1C(=O)OCc1nc2ccsc2c(=O)[nH]1	2.4	-0.2	0.2	2	-2	3	-2.0	3	13	-13
O=C(CSc1ccccc1C(=O)O)Nc1cccc(C(=O)O)c1	1.2	-0.3	0.8	.	1	2	0.5	.	22	-22
Cc1ccc(Cl)cc1Nc1nc(-c2sc(NC(=O)c3ccco3)nc2C)cs1	1.2	-0.5	1.5	-9	6	-66	1.9	1	-73	?
CCc1ccc(CN(C)C(=O)C2CCC(=O)N(Cc3ccccn3)C2)cc1 (centres undefined)	0.6	-1.6	-1.5	2	-3	1	1.1	-1	23	-23
COCC(C)NC(=O)COc1ccc(Cl)cc1Cl (centres undefined)	2.5	-0.2	1.0	-4	-5	.	0.8	-4	-27	27
O=C(Nc1ccccc1)NC1CCCCCCC1	4.1	.	0.7	8	.	.	2.2	.	.	.
Cc1c(CC(=O)O)c(=O)oc2cc3oc4c(c3cc12)CCCC4	1.2	-1.9	2.5	4	4	2	4.7	-1	.	.
